# IL1B secr inh – inhibitors of inflammasome signaling (IL-1 beta secretion). THP-1 LPS/ATP IL-1B secretion, AlphaLISA, 16 h; active compounds read low. activity change, % at 57.5 µM. hit rate 4.7% among 360,000. AID 743279; in the data active = activity change below about -50%; inconclusive = mostly about -30% to -49%; note: % is set by controls: 0 for no effect and ±100 for the full control effect
#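 Secreted IL-1B measured by AlphaLISA bead assay after 16 h compound exposure of THP-1 cells; compounds (final up to 57.5 uM) added 1 h before LPS (250 ng/mL) and ATP (1.25 mM) stimulation; lower signal means less secretion.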
# HEK293 tox – cytotoxic in the GLP-1 receptor inverse agonist counter-screen | HEK293 cAMP-luciferase reporter cells, luminescence, 24 h | Potency, µM (titrated, usually from 38.3 µM), for inactives: at the highest dose activity change, negative = inhibition, actives largely listed as inhibitors | hit rate 0.13% among 410,000;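 note: loss of luciferase light is scored as toxicity; potency is the fitted concentration of half-maximal effect; % is set by controls: 0 for no effect and ±100 for the full control effect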
#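 To flag toxic compounds, the library was rerun on cells for 24 hr at 37 deg C and 5% CO2. Viability-linked luminescence was captured 12 min after adding luciferase detection reagent.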
# SW480 rereplic – DNA re-replication induction in SW480 cells. SW480 DNA re-replication, Hoechst DNA content imaging, 48 h. Potency, µM (series often up to 46.1 µM), without a hit: at the highest dose re-replication activation, hits mostly activators. hit rate 1.8% among 340,000. AID 624297; note: potency is the fitted concentration of half-maximal effect; % of control where 0% means no effect; nearly all actives have a fitted effect of over 55% in size
#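 Quantitative HTS format with DMSO vehicle controls; 48 hr drug incubation at 37 C, then 40 min Hoechst staining and scanning imager measurement at 405 nm excitation.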
# D3 ag – activates the human D3 dopamine receptor; hit rate 0.58% among 410,000; P35462; max activation, %; D3R DiscoveRx beta-arrestin cells, luminescence, 90 min; in the data active = max activation above about 30%; note: 0% is about no effect; mostly tested at two doses, the higher about 12 µM
# Target sequence (P35462 whole entry, looked up): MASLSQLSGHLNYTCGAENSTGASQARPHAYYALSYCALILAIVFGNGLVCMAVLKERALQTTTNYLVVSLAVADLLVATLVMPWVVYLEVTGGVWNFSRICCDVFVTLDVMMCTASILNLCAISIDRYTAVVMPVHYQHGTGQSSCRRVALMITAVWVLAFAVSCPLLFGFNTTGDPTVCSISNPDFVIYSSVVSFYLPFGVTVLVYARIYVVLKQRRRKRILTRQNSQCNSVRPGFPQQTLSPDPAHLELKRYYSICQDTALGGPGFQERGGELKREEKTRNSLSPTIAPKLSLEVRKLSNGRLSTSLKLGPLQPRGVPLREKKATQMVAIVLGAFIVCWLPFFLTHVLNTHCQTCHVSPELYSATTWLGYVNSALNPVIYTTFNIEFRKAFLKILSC
#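 Agonist mode: compounds and dopamine controls were applied to plated cells for 90 min at 37 degrees C after an overnight attachment at 1500 cells/well. Luminescent read-out followed 30 - 60 minutes at room temperature with DiscoveRx detection reagent.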
# MCF10A rerep – DNA re-replication induction in MCF 10a cells. Potency, µM (doses to about 46.1 µM), without a hit: top-dose activity, positive = re-replication, actives largely listed as activators. hit rate 2.9% among 350,000. MCF 10A DNA re-replication, Hoechst nuclear intensity, 48 h; note: potency is the fitted concentration of half-maximal effect; % of control where 0% means no effect; nearly all actives have a fitted effect of over 50% in size
# KB-3-1 tox – KB-3-1 parental cell cytotoxicity; hit rate 1.4% among 400,000; AID 1347075; KB-3-1 viability, CellTiter-Glo ATP luminescence, 72 h; Potency, µM (titrated, usually from 46.1 µM), for inactives: at the top dose activity change, negative = cytotoxic, usual class: cytotoxic; note: potency is the fitted concentration of half-maximal effect; % is set by controls: 0 for no effect and ±100 for the full control effect; nearly all actives have a fitted effect of over 60% in size
#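 Here the drug-naive KB-3-1 line serves as comparator for MDR sub-line selectivity; cells received compound titrations, 72 h at 37 °C, then CellTiter-Glo readout.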
# HT1080 IDH1KD tx – HT-1080 IDH1 knockdown cell toxicity (counter line) | Potency, µM (doses to about 46.1 µM), inactives show at the highest dose activity, negative = toxicity, usual class: cytotoxic | hit rate 2% among 360,000 | HT-1080 IDH1 knockdown viability, ATP luminescence, 48 h;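 note: potency is the fitted concentration of half-maximal effect; 0% = DMSO wells and -100% = cell-free medium wells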
#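 CellTiter-Glo luminescence after 48 h compound exposure at 37 degrees C of IDH1-knockdown HT-1080 cells in 5% FBS RPMI. %Activity scaled between DMSO wells and cell-free media wells, with curves fitted and assigned curve classes.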
# HT1080-NT tox – kills 2HG-producing HT-1080-NT fibrosarcoma cells | HT-1080-NT fibrosarcoma viability, CellTiter-Glo ATP luminescence, 48 h | Potency, µM (series often up to 46.1 µM), without a hit: top-dose activity, negative = less viability, actives largely listed as cytotoxic | hit rate 1.6% among 360,000 | AID 686970;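 note: NT is the 2HG producing partner of a matched IDH1 knockdown line; potency is the fitted concentration of half-maximal effect; 0% = DMSO-treated cells and -100% = media-only wells without cells; nearly all actives have a fitted effect of over 55% in size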
#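 A 48-hour cytotoxicity screen used HT-1080-NT cells plated 2 hours before compound delivery. ATP-based CellTiter-Glo luminescence measured viability, normalized to DMSO and no-cell controls.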
# KB-V1 cytotox – KB-V1 MDR subline cytotoxicity; KB-V1 MDR cells viability, CellTiter-Glo, 72 h; Potency, µM (doses to about 46.1 µM), inactives show at the top dose activity change, negative = cytotoxicity, actives largely listed as cytotoxic; hit rate 3.4% among 400,000; note: potency is the fitted concentration of half-maximal effect; % is set by controls: 0 for no effect and ±100 for the full control effect; nearly all actives have a fitted effect of over 60% in size
#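 Cytotoxicity toward P-gp-expressing KB-V1 cells was determined as loss of CellTiter-Glo luminescence after 72 h at 37 degrees C. Compounds were tested in quantitative HTS format across a concentration range, with curves fitted to normalized data.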
# * marks the source's active call; other numbers are inactive results; ? = inconclusive; . = no result given; [ ] = dose if it differs, or a comment. Unless noted, calls come from the whole dose curve; as a rule, active = well fitted curve in the direction sought with a large enough effect; inconclusive = small, poorly fitted or top-dose-only effect, or another doubt; inactive = no such curve, though single readings can be large; an effect the other way counts as inactive or inconclusive. Random draw from the library; any-hit rate near 11%.
cpd	SMILES	IL1B secr inh	HEK293 tox	SW480 rereplic	D3 ag	MCF10A rerep	KB-3-1 tox	HT1080 IDH1KD tx	HT1080-NT tox	KB-V1 cytotox
1	COc1ccc(S(=O)(=O)N2CCCCC2c2cc(C(=O)Nc3ccc(F)c(Cl)c3)no2)cc1 (stereo not drawn)	-17	-11%	.	-9	.	-1%	?	?	-2%
2	Cc1ccc(NCCNc2ccc(C)cc2)cc1	-25	12%	0%	1	24%	1%	18%	3%	-24%
3	CCN(CC)C(=O)c1sc2nc(-c3ccccc3)ccc2c1N	-57*	114%[activator]	21µM*	-9	23µM*	3%	-9%	-24%	-22%
4	Cc1cc(C(=O)O)ccc1-c1ccc(/C=N/n2cnnc2)o1	12	-9%	-8%	0	-5%	12%	1%	1%	0%
5	COc1ccc(CCNC(=O)c2ccc3c(c2)N(Cc2cccc(Cl)c2)C(=O)CS3)cc1OC	.	-6%	.	1	.	-27%	.	.	?
6	CC(C)c1ccc(NC(=O)C(=O)C2C(=O)Nc3ccccc32)cc1 (stereo not drawn)	21	-15%	0%	-5	4%	0%	-1%	0%	3%
7	COC(=O)C1=C(C)NC(C)=C(C(=O)OC)C1c1ccc(N(C)C)cc1	13	4%	-3%	-3	16%	4%	?	-4%	?
8	CCc1nc(Nc2cc(OC)ccc2OC)c2oc3ccccc3c2n1	10	9%	11%	13	?	0%	-26%	-12%	-3%
9	CCCCCC(=O)C(=O)c1ccc(O)cc1O	25	-29%	-3%	-1	1%	1%	11%	14%	-7%
10	CCCCSc1nc(C)cc(SCC(=O)N/N=C/c2cccc(OC)c2O)n1	136	?	14%	11	4%	?	?	?	-18%
11	COc1ccc(CNC(=O)C2(CC3CC(c4ccccc4)=NO3)CCN(C(=O)C3(C)CC3)CC2)cc1 (stereo not drawn)	-17	-6%	9%	3	?	-13%	3%	0%	-5%
12	C=CCn1c(SCC(=O)Nc2ccc(O)cc2)nc2sc(CC)cc2c1=O	?	-17%	0%	4	-7%	3%	?	?	12%
13	CCOC(=O)N1CCC(NC(=O)Cn2nc(Cc3ccncc3)c3ccccc3c2=O)CC1	0	1%	0%	0	-7%	-2%	0%	0%	1%
14	O=C(CCCOc1ccccc1)Nc1ccc(Cl)c(S(=O)(=O)N2CCOCC2)c1	?	-9%	-9%	8	6%	?	-13%	-11%	?
15	N/C(=N\OC(=O)c1ccc2c(c1)OCO2)c1ccc(Br)cc1	-5	?	-8%	12	1%	0%	-10%	7%	0%
16	Cc1csc(NC(=O)CN2C(=O)c3ccccc3C2=O)c1C(N)=O	0	2%	-19%	-4	-1%	0%	10%	13%	12%
17	Cc1cccc(N2CCN(c3ccc4cc(S(=O)(=O)N5CCCCC5)ccc4n3)CC2)c1C	43	-16%	22%	3	?	7%	15%	3%	0%
18	N#CCCn1c2ccccc2c2nc3ccccc3nc21	-91*	79%[activator]	4%	-4	16%	-12%	-3%	-4%	-21%
19	COc1ccc(S(=O)(=O)N(CC(=O)N2CCN(c3ccccc3OC)CC2)c2ccccc2)cc1	-8	-10%	2%	0	1%	?	-23%	-22%	?
20	CCCn1c(CCC(=O)O)ccc1-c1ccc(OC)cc1	35	11%	7%	4	24%	3%	-3%	0%	-6%
21	Cn1c(C(=O)N2CCOCC2)cnc1Sc1ncc(C(F)(F)F)cc1Cl	11	4%	2%	0	0%	9%	7%	12%	0%
22	CCOC(=O)[C@H]1[C@H]2COc3ccc(Cl)cc3[C@@H]2N2C(=O)CN(CC3CCCO3)C(=O)[C@@]12C (stereo partly drawn)	3	8%	-3%	2	14%	14%	20%	13%	13%
23	O=C1NC[C@@H](Cc2cccc3ccccc23)N(CCc2cccc(F)c2)C1=O	9	-16%	.	-2	.	11%	10%	1%	-3%
24	CCOC(=O)c1sc2nc(CSc3nc4ccccc4n3CC)[nH]c(=O)c2c1C	-7	-11%	0%	6	-3%	1%	10%	18%	9%
25	COc1ccc(S(=O)(=O)N2CCC[C@H]2C(=O)N2CCC[C@H]2C(=O)NCc2ccc(F)cc2F)cc1C	18	1%	.	3	.	10%	?	?	-22%
26	CCCCCOC(=O)C1=C(C)NC(=O)NC1c1ccc(OC)cc1 (stereo not drawn)	-7	-24%	-4%	3	3%	2%	-3%	-23%	?
27	C[C@@H]1CN([C@H](C)CO)C(=O)CCCn2nncc2CO[C@@H]1CN(C)C(=O)C1CC1	23	6%	.	-6	.	11%	7%	7%	?
28	O=c1oc2ccc(Br)cc2cc1-c1csc(-c2ccccc2)n1	.	4%	.	8	.	3%	.	.	?
29	NC(=O)Cn1c(=O)n(CCC(=O)Nc2ccc(F)cc2)c(=O)c2sccc21	-11	-14%	-15%	6	-6%	0%	12%	15%	?
30	O=C(Nc1ccc(OCC(F)(F)C(F)F)cc1)c1ccncc1	2	-13%	-3%	-2	14%	-23%	-27%	-3%	?
31	Oc1ccc(N2CCN(Cc3c(-c4ccccc4)nc4ccccn34)CC2)cc1	-12	3%	-6%	4	-1%	-13%	-18%	-19%	0%
32	O=C(Nc1ccc(Oc2ccccc2)cc1)c1ccco1	-5	3%	0%	2	14%	-17%	1%	2%	?
33	CC(=O)c1c(C)[nH]c(C(=O)COC(=O)c2ccc(C)s2)c1C	20	0%	-4%	39*	-5%	-2%	-1%	0%	-4%
34	O=C(O)C1=C[C@@H](c2ccc3c(c2)OCO3)C[C@@H](OCc2ccc(CO)cc2)O1	17	-1%	1%	14	-5%	0%	12%	7%	5%
35	CC(C(=O)NC1C(=O)N2C(C(=O)O)=C(CSc3nnnn3C)CSC12)n1cc(Cl)cn1 (stereo not drawn)	3	-8%	-7%	-13	2%	-2%	21%	13%	?
36	Cc1cc(OC(C)C(=O)NCC(O)c2ccccc2)c2c(C)c(C)c(=O)oc2c1 (stereo not drawn)	-52*	-2%	-15%	-17	0%	-10%	-14%	-11%	?
37	COc1ccc(NC(=O)C2CCCN2S(=O)(=O)c2ccc3c(c2)CC(C)N3C(C)=O)cc1OC (stereo not drawn)	22	0%	2%	-1	2%	-16%	10%	15%	-6%
38	O=c1[nH]cnc2nc3n(c12)CCCCC3	4	-3%	-9%	-5	2%	16%	9%[9.24 µM]	6%	0%
39	NC(=O)/C(=C\c1ccco1)NC(=O)c1ccc(Br)o1	11	-4%	-4%	4	-5%	-2%	7%	11%	-4%
40	COc1ccc(CSc2nc(C)cc(=O)[nH]2)cc1Br	31	0%	-9%	-11	4%	-14%	-18%	-4%	18µM*
41	CC(C)(C)c1ccc(C(=O)NCC(=O)OCC(=O)c2ccc3c(c2)-c2ccccc2C3)cc1	-10	-2%	-2%	4	-1%	13%	14%	9%	?
42	O=C(NC1CCCCC1)C(c1ccc(F)cc1)N(Cc1ccco1)C(=O)c1csnn1 (stereo not drawn)	-2	-5%	-6%	-9	2%	-2%	-5%	1%	-27%
43	CCc1ccc(NCc2nc3ccccc3c(=O)[nH]2)cc1	22	20%	5%	1	28%	0%	-18%	-6%	?
44	N#CC1=C(Nc2ccccc2)SC=C(c2ccc(Cl)c(Cl)c2)N=C1N1CCOCC1	-80*	-22%	0%	-1	16µM*	0%	-12%	-19%	-1%
45	Cc1ccc(SC(C)C(=O)NCc2ccncc2)cc1 (stereo not drawn)	1	-1%[0.307 µM]	1%	-7	-1%	4%	4%	8%	0%
46	CCCSc1ncc(Cl)c(C(=O)Nc2sc3c(c2C(=O)OC)CCCC3)n1	.	0%	.	6	.	?	.	.	?
47	COC(=O)c1c(NC(=S)NN2CCOCC2)sc2c1CCCC2	-13	5%	0%	22	11%	0%	11%	0%	2%
48	CCOC(=O)N/N=C/c1ccccc1OCc1ccc(Cl)cc1	-22	-4%	8%	-9	1%	-3%	-2%	2%	-7%
49	CC(=O)Nc1ccc(NC(=O)COc2ccc(Cl)cc2Cl)cc1	0	-4%	20%	7	?	20%	-21%	-22%	11%
50	O=C(CN1CCCCCC1)Nc1ccccc1OC(F)F	59	-15%	7%	-9	-4%	-16%	-11%	-6%	25%

# Part of the list above, reformatted.
# Results follow in this order: IL1B secr inh, HEK293 tox, SW480 rereplic, D3 ag, MCF10A rerep, KB-3-1 tox, HT1080 IDH1KD tx, HT1080-NT tox, KB-V1 cytotox
(39) NC(=O)/C(=C\c1ccco1)NC(=O)c1ccc(Br)o1
 : 11, -4%, -4%, 4, -5%, -2%, 7%, 11%, -4%
(40) COc1ccc(CSc2nc(C)cc(=O)[nH]2)cc1Br
 : 31, 0%, -9%, -11, 4%, -14%, -18%, -4%, 18µM*
(41) CC(C)(C)c1ccc(C(=O)NCC(=O)OCC(=O)c2ccc3c(c2)-c2ccccc2C3)cc1
 : -10, -2%, -2%, 4, -1%, 13%, 14%, 9%, ?
(42) O=C(NC1CCCCC1)C(c1ccc(F)cc1)N(Cc1ccco1)C(=O)c1csnn1 (stereo not drawn)
 : -2, -5%, -6%, -9, 2%, -2%, -5%, 1%, -27%
(43) CCc1ccc(NCc2nc3ccccc3c(=O)[nH]2)cc1
 : 22, 20%, 5%, 1, 28%, 0%, -18%, -6%, ?
(44) N#CC1=C(Nc2ccccc2)SC=C(c2ccc(Cl)c(Cl)c2)N=C1N1CCOCC1
 : -80*, -22%, 0%, -1, 16µM*, 0%, -12%, -19%, -1%
(45) Cc1ccc(SC(C)C(=O)NCc2ccncc2)cc1 (stereo not drawn)
 : 1, -1%[0.307 µM], 1%, -7, -1%, 4%, 4%, 8%, 0%

# Source: PubChem (National Center for Advancing Translational Sciences (NCATS))
